Bioassay records as filed in PubChem.
S1P2 antag: S1P2 (human) receptor antagonism. O95136. cell-based S1P2 antagonist assay, inhibition at 5 uM. inhibition, % at 5 µM. hit rate 0.21% among 97,000; in the data active means inhibition above about 45%;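 further: CRE beta-lactamase reporter cells expressing human S1P2 stimulated with S1P; 0% = agonist at EC80 alone and 100% = agonist plus reference antagonist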
PLAP act: activates human placental alkaline phosphatase | purified PLAP enzyme, luminescent substrate read-out; hits give high values | activation fold at 20 µM | hit rate 1.2% among 96,000 | AID 696; in the data active means activation fold above about 2
S1P2 ag: agonists of human S1P2 receptor; O95136; S1P2-expressing cell line, agonist reporter read-out; activation, % at 4.5 µM; hit rate 0.46% among 97,000; in the data active means activation above about 16%;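 further: 0% = vehicle low control and 100% = maximal reference agonist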
FAK blocker: blocks human focal adhesion kinase activity; inhibition, %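 (tested at 7 µM)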; AID 727; hit rate 0.84% among 97,000; biochemical FAK kinase activity assay; in the data active means inhibition above about 19%;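 further: 0% = DMSO and 100% = reference compound high control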
EphB4 ephrin blk: blocks human EphB4 binding to ephrin-B2; EphB4 LBD / TNYL-RAW-Alexa532 peptide, fluorescence polarization; inhibition, % at 7 µM; hit rate 0.15% among 97,000; AID 720;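 active means inhibition above the screen-wide mean inhibition plus 3 SD, cut at about 15% in these data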;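 further: 0% = DMSO wells and 100% = excess unlabeled TNYL-RAW peptide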
Target sequence (P54760 whole entry, looked up, the tested form may be a part): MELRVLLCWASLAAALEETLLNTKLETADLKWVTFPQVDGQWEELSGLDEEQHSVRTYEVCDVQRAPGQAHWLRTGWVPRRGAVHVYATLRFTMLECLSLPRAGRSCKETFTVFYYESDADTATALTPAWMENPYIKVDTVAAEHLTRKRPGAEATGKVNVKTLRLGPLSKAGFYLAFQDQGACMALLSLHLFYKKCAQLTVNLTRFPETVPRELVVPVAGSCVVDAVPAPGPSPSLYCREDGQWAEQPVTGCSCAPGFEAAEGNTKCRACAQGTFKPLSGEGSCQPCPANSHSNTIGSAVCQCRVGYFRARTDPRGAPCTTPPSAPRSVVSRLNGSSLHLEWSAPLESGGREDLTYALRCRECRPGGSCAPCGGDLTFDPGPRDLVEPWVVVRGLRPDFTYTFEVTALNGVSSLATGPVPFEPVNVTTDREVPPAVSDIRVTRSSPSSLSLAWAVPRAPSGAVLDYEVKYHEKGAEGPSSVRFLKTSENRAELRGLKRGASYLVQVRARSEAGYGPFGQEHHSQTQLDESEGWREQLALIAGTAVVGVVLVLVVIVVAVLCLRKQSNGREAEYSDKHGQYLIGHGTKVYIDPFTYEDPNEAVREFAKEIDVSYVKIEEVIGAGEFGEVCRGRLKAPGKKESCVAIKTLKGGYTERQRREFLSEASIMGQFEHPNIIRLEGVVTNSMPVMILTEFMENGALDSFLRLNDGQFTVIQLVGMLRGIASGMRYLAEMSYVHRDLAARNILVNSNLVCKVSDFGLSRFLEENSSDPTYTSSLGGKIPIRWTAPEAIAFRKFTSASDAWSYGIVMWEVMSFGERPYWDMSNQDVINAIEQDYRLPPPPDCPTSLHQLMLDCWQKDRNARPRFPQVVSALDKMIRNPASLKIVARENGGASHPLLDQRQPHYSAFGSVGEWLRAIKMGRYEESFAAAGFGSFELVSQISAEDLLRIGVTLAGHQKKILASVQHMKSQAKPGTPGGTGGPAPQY
Rev-RRE block: disrupts HIV-1 Rev binding to RRE RNA; inhibition, % at 8 µM; Rev peptide-RRE RNA binding, FRET; P05866; hit rate 0.79% among 97,000;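 active means inhibition above the screen-wide mean plus 3 SD, cut at about 35% in these data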;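 further: 0% = median DMSO wells and 100% = median Neomycin B control wells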
Target sequence (P05866 whole entry, looked up): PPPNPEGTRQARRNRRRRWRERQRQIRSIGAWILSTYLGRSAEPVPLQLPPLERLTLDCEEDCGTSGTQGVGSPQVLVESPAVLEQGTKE
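Material: labelled RRE RNA duplex and labelled Rev peptide / Buffer or medium: HEPES pH 7.5 salt buffer with EDTA / Compound dosing: single point, 8 µM final nominal compound concentration / Benchmarks: DMSO low control, neomycin B high control / Timing: 5 min preincubation and 15 min binding, 25 °C / Technique: FRET fluorescence readout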
PLK1 PBD inh: blocks phosphopeptide binding to human Plk1 polo box domain; inhibition, %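 (tested at about 20 µM)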; Plk1 PBD phosphopeptide binding, fluorescence polarization; P53350; hit rate 0.13% among 97,000; AID 693; in the data active means inhibition above about 34%, passing the limit was not always enough
PLK1 inh: blocks human PLK1 kinase activity; hit rate 0.53% among 97,000; inhibition, % at 10 µM; AID 619; recombinant PLK1 kinase, TR-FRET peptide phosphorylation;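 active means inhibition of 50% or more in the single-concentration screen; inactive means inhibition below 50%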;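 further: 0% = DMSO max control and 100% = H-89 dihydrochloride min control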
MT1-MMP txn act: activates MT1-MMP transcription; HT1080 MT1-MMP promoter luciferase reporter, luminescence, overnight; hits give high values; activation factor at 10 µM; hit rate 0.16% among 86,000;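 active means activation factor of at least 2 for MT1-MMP transcription at 10 µM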
Active calls of the source: *; . = not tested or not shown. Not a hit list; 3.9% or so of the library scored in one or more.

SMILES	S1P2 antag	PLAP act	S1P2 ag	FAK blocker	EphB4 ephrin blk	Rev-RRE block	PLK1 PBD inh	PLK1 inh	MT1-MMP txn act
O=C(NCc1ccccc1)C1CCCN(S(=O)(=O)c2cccs2)C1 (stereo unspecified)	-18	1	-3	-2	3	0	2	-6	1.1
O=C(CCCn1c(=O)c2sccc2n(Cc2ccc(F)cc2)c1=O)NCc1ccco1	7	1.1	-6	3	-3	11	-7	-9	1.1
Cc1cccc(Oc2ncnc3onc(C)c23)c1C	-4	0.8	-6	1	-6	-1	-29	-13	.
COc1ccc(C(C(=O)NC2CCCC2)N(CCN(C)C)C(=O)c2snc(C(N)=O)c2N)cc1 (stereo unspecified)	10	1	0	-1	-3	-4	16	-14	1.2
Cc1nnc(SCC(=O)N2CCc3ccccc3C2)s1	-7	0.9	-1	1	-2	2	-25	-7	1.3
O=C(CSC1=NCCS1)Nc1ccc(S(=O)(=O)NC2CCCCC2)cc1	12	0.6	-7	-2	-6	13	4	-5	1.1
O=C(Nc1ccc(Cl)c(Cl)c1)c1ccncc1	-21	1	3	2	-6	-2	41	3	.
CC1=NN(Cc2ccccc2)C(=O)/C1=C\c1ccc(N(C)C)cc1	18	0.5	-6	2	0	7	-27	-22	.
Cc1cc(NS(=O)(=O)c2ccc(NC(=O)CCCOc3ccc(Cl)cc3)cc2)no1	-14	1.3	-9	-3	-3	-5	8	-13	1.2
CC(C)NC(=O)CCCn1c(=S)[nH]c2cc3c(cc2c1=O)OCO3	18	1	-6	-1	-6	9	-10	-5	1
Cc1onc(-c2ccccc2Cl)c1C(=O)NCc1ccccc1	12	0.9	-4	0	-3	-1	0	-2	1.2
Cc1ccc(S(=O)(=O)N(C)CC(=O)O/N=C(\N)c2ccc([N+](=O)[O-])cc2)cc1	-15	0.7	-5	2	9	11	-4	-24	0.9
COc1cc(N/C(=N/S(=O)(=O)c2ccccc2)c2ccccc2)ncn1	-13	1.4	0	2	2	3	6	-6	1.3
O=C(OC1CCOC1=O)c1cncc(Br)c1 (stereo unspecified)	18	1.1	0	1	-7	4	-2	6	0.9
O=S(=O)(/C=C/c1ccccc1)Nc1ccc(N2CCOCC2)cc1	-9	1.3	-3	3	-16	-2	15	-13	1.1
CCN(CC(=O)Nc1ccc2c(c1)OCCO2)c1nc(-c2cccnc2)nc2ccccc12	16	1.7	-2	3	2	6	-6	-14	1.2
CCOc1cc(C2C(C(=O)OCC(C)C)=C(C)N=C3SCCC(=O)N32)ccc1OC(C)=O (stereo unspecified)	6	0.9	-5	7	1	0	-29	-14	0.9
CCOc1ccc(-n2cc(C(=O)Nc3cccc(OC)c3)c3cc(OC)c(OC)cc3c2=O)cc1	6	1.4	-7	-1	-7	-4	-4	-21	1
Cc1c(C(=O)NC(C)c2ccccc2)c(-c2ccccc2)nn1-c1ccccc1 (stereo unspecified)	12	1	-8	5	3	0	13	-9	.
Cc1ccccc1-c1ccc(Nc2ccc(N3CCOCC3)cc2)nn1	9	1.3	-4	31*	-2	6	-28	-6	1.2
O=C(CCSCCC(=O)NCc1ccco1)NCc1ccco1	2	1.3	-6	6	-3	-2	14	-23	1.2
C[C@H](N)c1nnc(SCC(=O)N(C)C)o1	-10	0.9	-2	0	-5	3	18	-11	.
CN1/C(=C\C(=O)c2oc3ccccc3c2N)C(C)(C)c2ccccc21	-11	1	-2	4	0	7	-5	-3	1.2
CCN(CC)S(=O)(=O)c1ccc2c(c1)C(=NO)c1cc(S(=O)(=O)N(CC)CC)ccc1-2	11	.	-4	2	-7	-7	20	-21	1.1
CN(C)/C=C(\C#N)C(=O)c1cccnc1Oc1cccc(F)c1	-9	0.7	-1	2	0	0	17	-3	.

The final 2 compounds of the part before lead into the next.
SMILES	S1P2 antag	PLAP act	S1P2 ag	FAK blocker	EphB4 ephrin blk	Rev-RRE block	PLK1 PBD inh	PLK1 inh	MT1-MMP txn act
CCN(CC)S(=O)(=O)c1ccc2c(c1)C(=NO)c1cc(S(=O)(=O)N(CC)CC)ccc1-2	11	.	-4	2	-7	-7	20	-21	1.1
CN(C)/C=C(\C#N)C(=O)c1cccnc1Oc1cccc(F)c1	-9	0.7	-1	2	0	0	17	-3	.
O=C(c1ccco1)N1CCN(c2ncnc3c2[nH]c2ccccc23)CC1	20	1	-7	7	-8	2	4	2	1.3
O=C(N/C(=C/c1ccco1)C(=O)N1CCCCC1)c1cccs1	-1	0.9	-6	-4	7	1	-12	-6	.
CC(N=Cc1nc(-c2ccccc2)oc1O)c1ccccc1 (stereo unspecified)	-15	0.7	-3	4	-2	-2	8	-5	1.2
Cc1nn(C)cc1CNC(=O)Nc1cccc(Cl)c1	15	1.4	2	2	-11	1	7	3	1.6
CCOC(=O)c1nn(-c2ccccc2)c(=O)cc1SC(C)C	-12	1	-5	1	2	2	-2	-14	.
Cc1ccccc1-n1nc2c(c1NC(=O)c1c(-c3ccccc3Cl)noc1C)CS(=O)(=O)C2	3	1.1	-9	3	-3	4	13	-9	1.2
CCN(CC)c1ccc(C(=O)OCC(=O)N2CCN(c3ccccc3)CC2)cc1	-11	1	-6	-7	-2	1	8	-11	0.9
COc1ccc(C2C(C(=O)c3sc(C)nc3C)=C(O)C(=O)N2CCN(C)C)cc1 (stereo unspecified)	-10	1.1	-11	-1	0	2	17	-14	1.1
CCCC(C)C(=O)Nc1ccc(C(N)=O)cc1 (stereo unspecified)	5	1.1	-6	-1	-2	10	7	-10	1.1
COc1ccc(Br)cc1C1Nc2ccccc2C(=O)N1NC(=O)c1ccncc1 (stereo unspecified)	8	0.9	-3	-4	-7	-2	-24	0	.
COc1ccc(-c2noc(CCC(=O)NCCN3CCN(c4ccccc4F)CC3)n2)cc1	13	1.7	-2	-3	-5	6	-8	-4	.
Cn1ncc(C#N)c1/N=C/N1CCOCC1	-8	1.1	5	-1	-3	2	-11	-7	1.1
COc1ccccc1NS(=O)(=O)c1cccc(NC(=O)c2nc3nc(C)cc(C)n3n2)c1	-22	1.2	-2	0	5	6	-7	-12	.
CC1(C)N(OCc2ccccc2)C(=O)C(=O)N(OCc2ccccc2)C1(C)C	6	0.9	-1	1	5	-1	3	-9	1.1
COc1ccc(N=C2S/C(=C\c3ccco3)C(=O)N2CC(C)C)cc1	-6	1.1	-5	9	1	7	-2	-13	.
COc1ccccc1N(C)S(=O)(=O)c1ccc(C(=O)NC2=NCCS2)cc1	-10	.	3	2	-5	1	2	-7	1.3
Cc1ccccc1C(=O)Nc1ccccc1-c1nnn(CC(=O)Nc2ccc3c(c2)OCCO3)n1	25	1	-4	2	-2	10	-16	-12	.
Cc1ccc(-c2cc(C(=O)Nc3cc(C)on3)c3ccccc3n2)c(C)c1	12	0.9	-3	4	0	3	-15	-5	1.3
Cc1cccc(NC(=O)Nc2cccc(C)n2)n1	-22	0.8	-3	-1	-4	1	-17	-17	1.2
CCSc1ccccc1C(=O)NCCCn1ccnc1	11	1	-9	2	8	7	-18	-8	1.1
COc1ccccc1-n1c(CNC(=O)c2ccco2)nnc1SCC(=O)Nc1cc(C)ccc1C	2	1.1	-4	-1	3	2	-13	-8	1
CC(=O)Nc1cc(C(=O)OC(C(=O)c2ccccc2)c2ccccc2)ccc1C (stereo unspecified)	-4	1.5	-2	0	-3	8	-8	-12	.
CCC(c1nnnn1Cc1ccco1)N(Cc1ccccc1OC)Cc1cc2cc(C)ccc2[nH]c1=O (stereo unspecified)	3	1.3	-6	3	5	7	1	6	1.2
O=C(NCc1cccs1)C1CCCN(c2ncccn2)C1 (stereo unspecified)	-7	0.9	-9	10	4	0	-13	-13	1.1
COc1ccc(N2C(=O)CC(N3CCC(O)(c4ccc(Br)cc4)CC3)C2=O)cc1 (stereo unspecified)	5	1.2	-9	1	-2	0	8	-7	1.3

Part of the list above in order of number of heavy atoms, descending:
SMILES	S1P2 antag	PLAP act	S1P2 ag	FAK blocker	EphB4 ephrin blk	Rev-RRE block	PLK1 PBD inh	PLK1 inh	MT1-MMP txn act
Cc1ccccc1C(=O)Nc1ccccc1-c1nnn(CC(=O)Nc2ccc3c(c2)OCCO3)n1	25	1	-4	2	-2	10	-16	-12	.
COc1ccc(C2C(C(=O)c3sc(C)nc3C)=C(O)C(=O)N2CCN(C)C)cc1 (stereo unspecified)	-10	1.1	-11	-1	0	2	17	-14	1.1
CCSc1ccccc1C(=O)NCCCn1ccnc1	11	1	-9	2	8	7	-18	-8	1.1
Cn1ncc(C#N)c1/N=C/N1CCOCC1	-8	1.1	5	-1	-3	2	-11	-7	1.1

Remaining list, next part.
SMILES	S1P2 antag	PLAP act	S1P2 ag	FAK blocker	EphB4 ephrin blk	Rev-RRE block	PLK1 PBD inh	PLK1 inh	MT1-MMP txn act
CCC(=O)Nc1nnc(-c2ccco2)o1	21	0.9	-3	7	6	10	-3	-13	1.1
O=C(NCCN1CCN(C(=O)C(c2ccccc2)c2ccccc2)CC1)C(=O)Nc1ccccc1	3	1	-11	-9	-11	0	27	-3	.
Cc1ccc(C)c(-c2cc(C(=O)NCc3cccs3)c3ccccc3n2)c1	-5	1.1	-6	7	6	11	0	-10	.
c1cc2cn[nH]c2cc1NC1CCCCCC1	8	1.2	-8	12	1	4	8	-4	1.2
CCNS(=O)(=O)c1ccc(NC(=O)Nc2cccc(C(F)(F)F)c2)cc1	-3	0.9	-6	3	-10	12	-6	-8	1
CC(NC(=O)OC1CCCCC1)N1C(=O)C2C3C=CC(C3)C2C1=O (stereo unspecified)	20	1.2	-6	8	-2	1	-12	-15	0.9
c1ccc(SCCc2ccncc2)cc1	-15	1	-5	-1	-8	-1	20	-11	1.2
CN(CCc1ccccn1)Cc1ccc(Cl)cc1Cl	13	1.2	-1	-2	2	1	-9	-19	.
CCCS(=O)(=O)N1CCC(C(=O)NC2CCCCC2C)CC1 (stereo unspecified)	13	1.1	-5	-4	-1	6	12	-8	1.1
O=C(CN1CCc2ccccc2C1)Nc1ccccc1N1CCCCCC1	-11	1.3	-5	0	3	1	-12	18	1.1
CCn1c(SCC(=O)Nc2nonc2C)nnc1-c1ccoc1C	7	1	-2	0	-1	6	2	-4	1.2
Cn1c(C(=O)Nc2ccc3c(c2)OCO3)cc2sccc21	20	0.7	-5	3	5	7	-11	-6	1.2
CCCN(CC1CC1)C(=O)CSc1ncnc2sc(C)c(C)c12	-37	1.1	3	2	-7	6	-5	2	1.2
COc1cccc(C2=NC(C)(C)NC(c3ccccc3O)C2)c1 (stereo unspecified)	-1	0.8	-5	-2	-10	9	-2	-14	2.1*
COc1ccccc1Cc1noc(C(C)(C)NC(=O)c2ccccc2)n1	11	0.8	-2	-2	-5	-1	31	-7	1.2
CCOc1ccc2[nH]cc(C(=O)N3CCN(C4CCCCC4)CC3)c(=O)c2c1	-12	.	0	-2	6	3	7	-12	1.1
O=c1c(-c2cc3ccccc3o2)[n+]([O-])c2ccccc2n1OCc1ccccn1	1	0.9	-12	-1	7	16	-6	-14	1.6
O=C(c1cccs1)c1cn(CC(=O)N2CCc3ccccc3C2)c2ccccc12	5	1	-3	5	-6	1	-1	-13	1.2
Cc1ccccc1NC(=S)N(C)C1(c2ccccc2Cl)CCCCC1=O (stereo unspecified)	-5	0.9	-6	3	0	2	4	-12	1.2
CN(C)c1ccc(C=NCCC2(O)CCOC(C)(C)C2)cc1 (stereo unspecified)	-17	.	1	2	-4	4	32	-13	1.1
COC(=O)c1ccc(NC(=O)CN(c2ccc(C)cc2)S(=O)(=O)c2c(C)n[nH]c2C)cc1	10	1	-6	3	7	18	-13	2	1
COc1ccc(OCc2nnc(SCC(=O)N3c4ccccc4Sc4ccc(Cl)cc43)o2)cc1	19	1	-7	-3	-6	2	-1	-12	.
O=C1c2ccccc2C(=O)N1CCOc1ccccc1	5	.	-7	3	-8	0	17	-6	2.1*
O=S(=O)(/N=C(/Nc1cc(N2CCOCC2)ncn1)c1ccccc1)c1ccccc1	-15	0.9	-1	-2	-2	0	2	-16	1
COc1ccc(-c2nnc(SCC(=O)c3cc(C)n(Cc4cccs4)c3C)o2)cc1	11	1.2	-7	2	1	-1	-14	-5	1.1
Cc1nn(-c2ccccc2)c(C)c1/C=N/O	11	0.8	-5	-2	6	6	0	2	1.1
OCC#CCSc1nnc(-c2ccc(Br)cc2)o1	6	1	-3	0	6	4	-13	-3	1.1
